TDP1 block: blocks human tyrosyl-DNA phosphodiesterase 1 | AID 485290 | hit rate 0.28% among 350,000 | Potency, µM (top dose mostly 130 µM), without a hit: at the highest dose activity change, negative = inhibition, hits mostly inhibitors | Q9NUW8 | recombinant TDP1, AlphaScreen DNA substrate cleavage; further: nearly all actives have a fitted effect of over 40% in size
Target sequence (Q9NUW8 whole entry, looked up): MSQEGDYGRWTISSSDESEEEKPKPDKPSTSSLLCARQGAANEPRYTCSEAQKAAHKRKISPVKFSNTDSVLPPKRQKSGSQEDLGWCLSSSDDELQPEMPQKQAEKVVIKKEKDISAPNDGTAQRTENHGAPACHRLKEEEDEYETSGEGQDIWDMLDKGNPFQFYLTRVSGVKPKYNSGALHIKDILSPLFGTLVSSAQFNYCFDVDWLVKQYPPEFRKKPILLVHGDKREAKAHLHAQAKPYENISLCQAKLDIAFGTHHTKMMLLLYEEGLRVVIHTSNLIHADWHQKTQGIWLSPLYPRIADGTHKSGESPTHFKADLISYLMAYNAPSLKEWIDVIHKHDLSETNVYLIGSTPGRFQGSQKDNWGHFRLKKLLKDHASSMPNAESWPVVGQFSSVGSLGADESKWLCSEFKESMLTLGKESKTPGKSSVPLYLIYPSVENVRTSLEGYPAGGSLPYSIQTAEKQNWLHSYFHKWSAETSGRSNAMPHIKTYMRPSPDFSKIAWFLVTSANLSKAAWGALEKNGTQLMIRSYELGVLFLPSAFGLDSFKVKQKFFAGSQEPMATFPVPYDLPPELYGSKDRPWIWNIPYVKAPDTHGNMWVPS
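Tdp1 1 nM final; 15 min RT w/ cpd; substrate 15 nM, 5 min; beads 10 ug/ml, 10 min; AlphaScreen read. Neg ctrl: no enzyme.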
TDP1 cell noCPT: qHTS for Inhibitors of human tyrosyl-DNA phosphodiesterase 1 (TDP1): qHTS in cells in absence of CPT. DT40 Tdp1-/- hTDP1 cells, no CPT, ATP luminescence, 48 h. Potency, µM (highest dose often 46.2 µM), without a hit: at the highest dose activity change, negative = growth inhibition, hits mostly inhibitors. hit rate 15% among 420,000; further: nearly all actives have a fitted effect of over 55% in size
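Seeded 400 DT40-hTDP1 cells/well (vehicle DMSO, no 20 nM CPT); pinned compounds; ≥48 hr at 37 °C; CellTiter-Glo luminescence as viability measure.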
DT40 TDP1 CPT: growth inhibition of DT40 Tdp1-/-;hTDP1 cells with camptothecin (screen for TDP1 inhibitors); Potency, µM (titrated, usually from 46.2 µM), for the others: at the highest dose activity change, negative = growth inhibition, usual class: inhibitors; hit rate 12% among 420,000; chicken DT40 Tdp1-/-;hTDP1 cells + 20 nM CPT, ATP luminescence, 48 h; further: nearly all actives have a fitted effect of over 55% in size
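Cell growth measured by CellTiter-Glo luminescence after a minimum 48 h, 37 C compound exposure with 20 nM CPT in Tdp1-knockout DT40 cells stably expressing hTDP1, seeded 400/well; qHTS titration format.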
Active calls of the source: *; ? = inconclusive; / = no result given; & = joins results of further samples; [ ] = remark or other dose. The call rests on the fitted dose curve; in most records, active means well fitted curve in the direction sought with a large enough effect; inconclusive means small, poorly fitted or top-dose-only effect, or another doubt; inactive means no such curve, though single readings can be large; an effect the other way counts as inactive or inconclusive. On the % scale 0 is the no-effect control and ±100 the full control effect; potency means the concentration at half of the fitted maximal effect.

Each structure is followed by: TDP1 block | TDP1 cell noCPT | DT40 TDP1 CPT
[1] CCSc1nc(=S)cc(C)[nH]1
  6% | 21µM* | ?
[2] Fc1cc(F)c2nc(Nc3nc4cc5c(cc4s3)OCO5)sc2c1
  ? | -26% | -7%
[3] CC(Sc1nnc(-c2ccco2)n1N)C(=O)NCc1ccc2c(c1)OCO2 (stereo not given)
  -7% | 4% | -10%
[4] Cc1ccc(-n2nc3ccc(NC(=O)COc4ccccc4)cc3n2)cc1Cl
  0%[12.3 µM] | -24% | ?
[5] O=C(COC(=O)CNC(=O)c1sc2ccccc2c1Cl)Nc1cc(Cl)cc(Cl)c1
  3% | -16% | 1%
[6] CN(C)C(CNC(=O)C1CCN(S(=O)(=O)c2ccccc2C(F)(F)F)CC1)Cc1ccccc1 (stereo not given)
  9% | ? | ?
[7] COc1ccc(OC)c(C2C(C(C)=O)=C(O)C(=O)N2CCC(=O)O)c1 (stereo not given)
  -5% | 4% | 10%
[8] Cc1cc(C)n(Cc2ccc(NC(=O)c3ccc(COc4ccccc4Br)cc3)cc2)n1
  2% | 29µM* | 21µM*
[9] CCS(=O)c1scc(-c2ccc(Cl)cc2)c1C#N (stereo not given)
  0% | ? | ?
[10] CC1(C(=O)NCc2ccccc2)CSCC(=O)N1C1CC1 (stereo not given)
  / | 7% | -3%
[11] O=C1NC(=O)C2(CCC(C3CCCCC3)CC2)N1 (stereo not given)
  / | -10% | -8%
[12] O=C(CSc1nc2nc(-c3cccs3)cc(C(F)(F)F)c2c(=O)[nH]1)NCc1ccco1
  -3% | ? | ?
[13] CC(C)C(=O)OC1CCS(=O)(=O)c2sccc21 (stereo not given)
  4% | -3% | -4%
[14] COc1ccc(-c2nc(CSCC(=O)NC3CCCc4ccccc43)c(C)o2)cc1OC (stereo not given)
  7% | 21µM* | ?
[15] COc1ccc(N(CC(=O)NC2CCCCC2)C(=O)CNC(=O)c2ccco2)cc1
  2% | -19% | 0%
[16] CC(NC(=O)C1CCC(CNc2c(N3CCCCC3)c(=O)c2=O)CC1)c1ccccc1 (stereo not given)
  / | -12% | 19%
[17] Oc1ccc(Br)cc1-c1cc(-c2ccccc2)n[nH]1
  8% | ? | ?
[18] C=CCN1C(=O)c2ccc(C(=O)NCC(=O)Nc3c(C)cc(C)cc3C)cc2C1=O
  -1% | -5% | -1%
[19] O=C(Oc1ccccc1)N1CCCC1
  / | 0% | 5%
[20] CCc1cccc(C)c1NC(=O)CSc1nnc(CC)n2c1cc1occc12
  5% | 18µM* | ?
[21] COc1ccc(NC(=O)c2cc3c(=O)n(C)c4ccccc4c3n2C)cc1Cl
  / | ? | ?
[22] COc1ccc(N2C(=O)Cc3ccccc3C2=O)cc1
  / | 13µM* | ?
[23] COc1ccc(/C(N)=N/OC(=O)CCCN2C(=O)c3ccccc3C2=O)cc1OC
  5% | -19% | -18%
[24] CCN(CC)CCCN1C=C2C(=O)C(C)(OC(=O)CCc3ccccc3)C(=O)C=C2C=C1c1ccc(C#N)cc1 (stereo not given)
  -3%[12.3 µM] | -3% | -10%
[25] CCS(=O)(=O)Nc1cccc(-c2cn3c(n2)SCC3)c1
  3% | 2% | 14%
[26] O=S(=O)(NCc1ccco1)N1CCOCC1
  5% | -2% | 36%[activator]
[27] C[C@@H]1CN(C(=O)c2nc3ccc(Cl)cn3c2CNCC[C@@H]2C[C@@H]3C=C[C@H]2C3)C[C@H](C)O1
  3% | ? | ?
[28] C#CCN(C[C@@H]1[C@@H](OC(=O)NCc2ccc(OC)c(OC)c2)[C@@H](OC(=O)NCc2ccc(OC)c(OC)c2)CN(C(=O)OC(C)C)N1C(=O)OC(C)C)S(=O)(=O)c1ccc(C)cc1
  / | 9.2µM* | 12µM*
[29] S=C(Nc1ccccc1)N1CCC(Cc2ccccc2)CC1
  / | 3.7µM* | 4.1µM*
[30] COC(=O)c1ccccc1NC(=O)c1ccc(COc2ccc(C)c(C)c2)o1
  -7% | 13µM* | ?

Some entries already given, limited to DT40 TDP1 CPT and TDP1 block:
item | structure | DT40 TDP1 CPT | TDP1 block
9 | CCS(=O)c1scc(-c2ccc(Cl)cc2)c1C#N (stereo not given) | ? | 0%
10 | CC1(C(=O)NCc2ccccc2)CSCC(=O)N1C1CC1 (stereo not given) | -3% | /
11 | O=C1NC(=O)C2(CCC(C3CCCCC3)CC2)N1 (stereo not given) | -8% | /
12 | O=C(CSc1nc2nc(-c3cccs3)cc(C(F)(F)F)c2c(=O)[nH]1)NCc1ccco1 | ? | -3%
13 | CC(C)C(=O)OC1CCS(=O)(=O)c2sccc21 (stereo not given) | -4% | 4%

(cont.)
Each structure is followed by: TDP1 block | TDP1 cell noCPT | DT40 TDP1 CPT
[31] Cc1cccc(NC(=O)c2oc3ccccc3c2NC(=O)Cc2coc3c(C)c(C)ccc23)c1
  6% | ? | ?
[32] CCN(c1ccc(OC)cc1)S(=O)(=O)c1nnc(NC(=O)C(C)C)s1
  / | -2% | 10%
[33] CCOCCCN(C(=O)c1ccco1)C(C(=O)NC1CCCC1)c1cccc(OC)c1OC (stereo not given)
  0% | 3% | ?
[34] Cc1cc(C(=O)Nc2ccncc2)c2ccccc2n1
  0% | 6% | 9%
[35] O=C(/C=C/c1ccncc1)c1cc(Cl)ccc1O
  11% | ? | -19%
[36] CSc1ncccc1C(=O)OCC(=O)c1cc2ccccc2o1
  0% | -9% | -17%
[37] O=C(NCCc1ccccc1)C(c1ccccc1)N(C(=O)c1csnn1)C1CC1 (stereo not given)
  4% | -27% | -19%
[38] O=P(COCCOCCOCP(=O)(c1ccccc1)c1ccccc1)(c1ccccc1)c1ccccc1
  2% | 4% | 30%
[39] O=C(CSc1ccc([N+](=O)[O-])cc1)NNC(=O)c1ccccc1F
  0% | -28% | -16%
[40] CCN1CCN(CC(=O)Nc2cc(C)c(C)cc2[N+](=O)[O-])CC1
  2% | 0% | 3%
[41] COc1ccccc1NS(=O)(=O)c1cccc(C(=O)OCC(=O)NC2CC2)c1
  / | -15% | -2%
[42] CN(c1ccccc1)S(=O)(=O)c1cccc(NC(=O)c2cncc(Br)c2)c1
  3% | ? | ?
[43] O=C(NCCc1ccc(F)cc1)Nc1ccc([N+](=O)[O-])cc1
  5% | 16µM* | 29µM*
[44] CCCCn1nc(C(=O)Nc2c(C)n(C)n(-c3ccccc3)c2=O)c2ccccc2c1=O
  1% | 3% | -16%
[45] COc1ccccc1[C@@H]1C(c2ccc(F)cc2)=NN(c2ccccc2)[C@H]1C(=O)N1CCOC1=O
  -3%&0% | ? | -17%
[46] O=C(NC1CCCCC1)C1CCCN(S(=O)(=O)c2cccc3cccnc23)C1 (stereo not given)
  1% | ? | ?
[47] CC1CC(=O)c2cn3c(nc2C1)nc1ccccc13 (stereo not given)
  1% | -18% | 2%
[48] c1ccc(COc2cccc(CNCc3cccnc3)c2)cc1
  3% | ? | -23%
[49] COc1ccc(CNC(=O)CSc2nc3ccc(C)cc3[nH]2)cc1OC
  / | -9% | -8%
[50] COc1ccc(CN(C)C[C@H]2OCCCC[C@@H](C)Oc3ccc(NS(C)(=O)=O)cc3C(=O)N([C@H](C)CO)C[C@@H]2C)cc1
  / | -2% | -2%
[51] COC(=O)c1c(NC(=O)COC(=O)c2ccc(Cl)cc2[N+](=O)[O-])sc2c1CCCCC2
  5% | ? | ?
[52] CCOC(=O)c1c(NC(=O)C2CCCCC2)sc2c1CCN(CC)C2
  / | ? | ?
[53] CC(=O)OC1CC(c2cc(C(C)(C)C)c(O)c(C(C)(C)C)c2)=NO1 (stereo not given)
  -1% | -16% | -26%
[54] Cc1ccc(S(=O)(=O)N2CCOCC2)cc1C(=O)OCC(=O)Nc1ccc2c(c1)OCO2
  6% | -11% | -22%
[55] CC(C)CC(=O)Nc1ccc(S(=O)(=O)NCc2ccco2)cc1
  -14% | ? | -15%
[56] CCCCn1c(=N)n(CC(O)COc2cccc(C)c2)c2ccccc21 (stereo not given)
  0% | 13µM* | 12µM*
[57] COc1cc(OC)c(C2SCCN2S(=O)(=O)c2ccc(F)cc2)cc1OC (stereo not given)
  7% | 15µM* | 13µM*
[58] Cn1nnnc1Sc1ccc(C(=O)O)cc1[N+](=O)[O-]
  / | -15% | 9%
[59] COc1ccccc1C(=O)NC(=O)COC(=O)c1ccc(Cl)cc1[N+](=O)[O-]
  1% | 3% | 3%
[60] O=C(NCc1ccco1)c1sc(=S)n2c1[nH]c(=O)c1ccccc12
  1% | ? | -21%

Full records as entered above:
Cc1cc(C(=O)Nc2ccncc2)c2ccccc2n1 in the list: TDP1 block = 0%; TDP1 cell noCPT = 6%; DT40 TDP1 CPT = 9%
COc1ccccc1NS(=O)(=O)c1cccc(C(=O)OCC(=O)NC2CC2)c1 in the list: TDP1 block = /; TDP1 cell noCPT = -15%; DT40 TDP1 CPT = -2%

Two entries drawn at random from the list so far:
Each structure is followed by: TDP1 block | TDP1 cell noCPT | DT40 TDP1 CPT
[21] COc1ccc(NC(=O)c2cc3c(=O)n(C)c4ccccc4c3n2C)cc1Cl
  / | ? | ?
[25] CCS(=O)(=O)Nc1cccc(-c2cn3c(n2)SCC3)c1
  3% | 2% | 14%

Next part.
Each structure is followed by: TDP1 block | TDP1 cell noCPT | DT40 TDP1 CPT
[61] CC(NC(=O)CCc1ccc(S(=O)(=O)NC2CCCCC2)cc1)c1ccccc1 (stereo not given)
  1% | ? | ?
[62] OCC1(Cc2cccc(Cl)c2)CCCN(Cc2sc(N3CCCC3)nc2Cl)C1 (stereo not given)
  5% | 18µM* | 21µM*
[63] O=C(CSCc1c(Cl)cccc1Cl)NN=C1CCCC1
  1% | -13% | 5%
[64] CCn1c(C)cs/c1=N\S(=O)(=O)c1ccccc1
  -4% | -17% | -16%
[65] CC(=O)c1ccc(NC(=O)CSc2n[nH]c(-c3cccnc3)n2)cc1
  -6% | -10% | 26%
[66] CCn1c(=O)n(-c2ccc(F)cc2)c(=O)c2sc3ccccc3c21
  4% | -3% | 1%
[67] CN(CC(=O)N1CCN(Cc2ccccc2)CC1)C(=O)Cc1cccc2ccccc12
  1%[56.1 µM] | 13µM* | 13µM*
[68] COC(=O)C1CC(O)CN1C(=O)NC1CCCCC1 (stereo not given)
  0% | ? | -3%
[69] O=C(Cn1ccc([N+](=O)[O-])n1)NCCc1c[nH]c2ccccc12
  0% | 1% | -2%
[70] CCCCn1c(N)c(N(CCOC)C(=O)c2ccc(-c3ccc([N+](=O)[O-])cc3)o2)c(=O)[nH]c1=O
  1% | 7% | 4%
[71] Cc1ccc([C@H]2N[C@]3(CCCN(Cc4ccc(F)cc4)C3=O)[C@H]3C(=O)N(C)C(=O)[C@@H]23)cc1
  / | 13µM* | ?
[72] CCCCNC(=O)CCc1nc2cccnc2n1Cc1ccc(OC)cc1
  5% | -12% | -14%
[73] CNC(=O)/C(C#N)=C\c1ccc(CNS(=O)(=O)c2ccccc2)o1
  8% | ? | -22%
[74] Cc1cc(OC(=O)c2cccc(C(F)(F)F)c2)c([N+](=O)[O-])c(=O)[nH]1
  / | 0% | 0%
[75] C=Cc1ccc(Cn2c(C)c(C(=O)NCc3cccc(C(F)(F)F)c3)sc2=O)cc1
  / | -12% | ?
[76] COc1ccc(NS(=O)(=O)c2cc(NC(=O)c3ccc(=O)[nH]n3)ccc2C)cc1
  -7% | 18µM* | 18µM*
[77] CC(=O)C1CCC2C3CCC4=CC(=O)CCC4(C)C3(F)C(O)CC12C (stereo not given)
  / | 23µM* | 23µM*
[78] C/C(=N\NC(=S)Nc1cccc(C)c1)c1cccc(N)c1
  7% | 0.92µM* | 0.92µM*
[79] N/C(=N\OC(=O)/C=C/c1ccccc1)c1ccccn1
  8% | -24% | 0%
[80] COc1cccc(/C=C/C(=O)NCc2cn3cc(Cl)ccc3n2)c1
  0% | 2% | 0%
[81] COc1ccc(N2CCN(CC(=O)NCc3ccc(Cl)cc3)CC2)cc1
  6% | ? | ?
[82] Cc1cccc(CNc2nc(-c3ccc(C(=O)N(C)C)cc3)nc3ccccc23)c1
  5%[56.1 µM] | 2.9µM* | 23µM*
[83] Cc1cc(C)cc(NC(=O)CSc2n[nH]c(-c3cccnc3)n2)c1
  9%[0.0935 µM] | 1% | -21%
[84] Cc1ccc(C(=O)Nc2nc(-c3ccc4c(c3)OCCO4)cs2)o1
  / | ? | ?
[85] CC1(C)C[C@H]2C3=CCC4[C@@]5(C)CC[C@H](O)[C@](C)(CO)C5CC[C@@]4(C)[C@]3(C)C[C@@H](O)[C@@]2(CO)[C@@H](O)[C@@H]1O (stereo not given in full)
  0% | ? | -7%
[86] COc1ccccc1NC(=O)c1ccccc1C(=O)Nc1ccccc1OC
  4%[56.1 µM] | ? | ?
[87] CCc1nc(NCc2ccccn2)c2oc3ccccc3c2n1
  6% | 15µM* | 15µM*
[88] CN1CCCN(Cc2cccc3ccccc23)CC1
  / | -29% | 9%
[89] O=S(=O)(N/N=C\c1ccc2c(c1)OCO2)c1ccc(Cl)cc1
  2% | -4% | -24%

Screens: PubChem BioAssay, National Center for Advancing Translational Sciences (NCATS)
